E-selectin induc: E-selectin induction in HUVECs, primary screen, imaging, HUVEC, immunofluorescence imaging, single point; P16581; normalized: neutral wells 0, TNF-alpha wells 100; activation, % at 7.58 µM; 260,000 tested, 0.37% active;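 active means mean E-selectin-positive cell signal at least 10% of the positive control, reached in at least 60% of replicates, without over 20% cell loss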;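 further: in these data hits start at about 27%; measured in HUVEC primary endothelial cells; signal is the percent of cells scored E-selectin positive by PE staining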
Target sequence (P16581 whole entry, looked up): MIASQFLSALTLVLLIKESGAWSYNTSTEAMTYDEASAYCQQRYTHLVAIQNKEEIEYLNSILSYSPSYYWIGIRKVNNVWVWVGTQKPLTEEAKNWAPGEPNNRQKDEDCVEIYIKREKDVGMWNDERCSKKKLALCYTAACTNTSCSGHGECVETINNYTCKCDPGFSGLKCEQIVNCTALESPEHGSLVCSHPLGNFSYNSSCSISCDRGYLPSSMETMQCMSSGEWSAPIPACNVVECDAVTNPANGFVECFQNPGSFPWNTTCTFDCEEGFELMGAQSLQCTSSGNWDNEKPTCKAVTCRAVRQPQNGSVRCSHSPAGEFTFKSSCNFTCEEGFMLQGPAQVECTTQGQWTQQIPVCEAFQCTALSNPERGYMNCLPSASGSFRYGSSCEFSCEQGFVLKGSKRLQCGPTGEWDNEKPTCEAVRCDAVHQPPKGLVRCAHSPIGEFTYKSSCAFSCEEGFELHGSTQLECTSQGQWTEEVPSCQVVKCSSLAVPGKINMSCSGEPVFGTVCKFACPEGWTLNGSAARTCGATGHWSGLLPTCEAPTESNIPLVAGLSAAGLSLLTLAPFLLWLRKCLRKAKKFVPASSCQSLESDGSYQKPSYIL
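Test system: HUVEC | Signal: Immunofluorescence imaging | Read-out: Percent E-selectin-positive cells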
ERp5 inh: inhibitors of ERp5-driven insulin aggregation, primary screen, biochemical, turbidity, absorbance 650 nm, single point | inhibition, % at 9.99 µM | 90 min | 350,000 tested, 0.05% active | AID 651711, 2012 | Protein disulfide-isomerase A6 (Homo sapiens), Q15084;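 active means mean replicate inhibition above about 25%, with every replicate also reaching it, limit read from the data, passing the limit was not always enough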
S100A4 MyoIIA: inhibitors of S100A4-myosin IIA peptide binding, primary screen, biochemical, fluorescence polarization, TAMRA-MyoIIA peptide; inhibition, % at 10.7 µM; 360,000 tested, 0.14% active; AID 652163, 2013;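 active means mean inhibition of at least 70% across replicates, with every replicate also reaching that level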
Target sequence (P26447 whole entry, looked up): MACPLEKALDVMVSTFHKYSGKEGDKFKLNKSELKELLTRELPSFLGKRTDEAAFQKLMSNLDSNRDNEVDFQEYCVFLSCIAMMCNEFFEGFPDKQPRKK
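Test system: S100A4 monomer protein; Medium: HEPES pH 7.2 with CaCl2, KCl, NaCl, DTT, Triton; Probe or stimulus: TAMRA-labelled myosin IIA heavy-chain peptide probe, 5 nM; Doses: one dose per compound; Times: polarization read 5 min after assay mix addition, stable 5–60 min; Benchmarks: neutral control DMSO, positive control TFP.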
XiGFP reactiv: activators of inactive X chromosome reactivation, primary screen, imaging, XiGFP fibroblasts, GFP high-content imaging, set 2 | XiGFP mouse fibroblasts, % GFP-positive cells imaging, 3 d; cells co-treated with 5-aza-dC sensitizer; scaled so ellipticine positive control = 100% | activation, % at 7.58 µM | 360,000 tested, 0.055% active;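 active means mean normalized replicate activation at least 10% and every replicate at or above 10%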;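 further: 0% = median of on-plate neutral control wells and 100% = ellipticine 6 µM median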
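Assay system: SV40-immortalized XiGFP fibroblast cells, line 68-5-11; buffer or medium: DMEM plus 5-aza-dC sensitizer; compound: one concentration, pinned; timing: compounds 3 days, fix/stain 15 min at room temperature; benchmarks: positive control ellipticine, 6 µM final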
esBAF inh: Bmi1 luciferase reporter increase in mESCs, primary screen, esBAF inhibitor project, mouse ES cells, Bmi1 luciferase knock-in, single point | 24 h; 100% = twice the neutral-well signal | reporter increase, % at 12.5 µM | 350,000 tested, 2% active | AID 602393, 2012; in the data active means activation above about 40%;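 further: 0% = median of the plate's neutral control wells and 100% = double that signal; a rise in the Bmi1 reporter signal indicates esBAF inhibition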
ERAP1 inh: human ERAP1 aminopeptidase inhibitors, primary screen, biochemical, single point, plate reader; Endoplasmic reticulum aminopeptidase 1 (Homo sapiens), Q9NZ08; 340,000 tested, 0.15% active; recombinant ERAP1, Leu-AMC fluorescence, 60 min; inhibition, % at 10.7 µM;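 active means mean replicate inhibition of at least 30%, or all replicates individually reaching that 30% level; inactive means mean below 30% and not every replicate reaching it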;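 further: 0% = neutral control wells and 100% = L-leucinethiol positive control wells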
RAD52 inh: RAD52 DNA annealing inhibitors, primary screen, biochemical, FRET, single point, set 2 | recombinant RAD52 DNA annealing, FRET fluorescence | inhibition, % at 18.7 µM | 360,000 tested, 0.46% active | AID 651710, 2012;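 active means every replicate showing at least 50% inhibition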
RAD54 branch: inhibitors of human RAD54 branch migration, primary screen, biochemical, fluorescence, single point. RAD54 Holliday junction branch migration, FAM/BHQ fluorescence. inhibition, % at 10.4 µM. 360,000 tested, 0.14% active. AID 602329, 2012;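 active means mean normalized replicate activity at least 40 and at least half of replicates scoring 40 or more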;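 further: 0% = median of neutral control wells and 100% = median of positive control wells; inhibitors cause a drop in the FAM fluorescence signal; in these data hits start at about 50%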
An asterisk follows results filed as active; nt = not tested or not shown; & = joins results of further samples.

SMILES,S100A4 MyoIIA,ERAP1 inh,esBAF inh,E-selectin induc,XiGFP reactiv,ERp5 inh,RAD54 branch,RAD52 inh
Cc1ccc(S(=O)(=O)N(C)C[C@H]2OCCCC[C@@H](C)Oc3ccc(NS(=O)(=O)c4cccs4)cc3C(=O)N([C@H](C)CO)C[C@@H]2C)cc1,-11,0,-3,nt,0.0,-1,7,-11
Cc1cc(C)c(NC(=O)CNC(=O)CNC(=O)C2CCCCC2)c(C)c1,5,5,-4,nt,0.0,-1,-1,-4
O=C(COC(=O)c1ccc(F)cc1)Nc1nc2ccc([N+](=O)[O-])cc2s1,-1,-2,nt,nt,0.0,-6,nt,-20
Cc1cc(NC(=O)CCN2C(=O)/C(=C/c3ccccc3F)SC2=S)no1,1,-2,nt,3.2,0.0,3,nt,-1
O=C(C[C@H]1CC[C@H](NC(=O)Nc2ccc(C(F)(F)F)cc2)[C@H](CO)O1)NCc1ccccn1,-2,2,0,0.1,-0.5,-2,-1,-8
C[C@@H]1CN([C@H](C)CO)C(=O)c2cc(NC(=O)c3ccncc3)ccc2O[C@@H](C)CCCCO[C@@H]1CN(C)S(=O)(=O)c1ccc(Cl)cc1,-32,1,-3,nt,0.0,-6,-1,-20
COc1ccc(N2CC(C(=O)Nc3ccc4c(c3)OCCO4)CC2=O)cc1 (configuration not stated),-8,-4,-8,16,0.4,3,-1,-10
Cc1noc2ncnc(SCc3ccc(C(F)(F)F)cc3)c12,-5,nt,1,nt,0.2,3,6,-19

Arranged by formula weight (low to high): part of the list above
SMILES,S100A4 MyoIIA,ERAP1 inh,esBAF inh,E-selectin induc,XiGFP reactiv,ERp5 inh,RAD54 branch,RAD52 inh
Cc1noc2ncnc(SCc3ccc(C(F)(F)F)cc3)c12,-5,nt,1,nt,0.2,3,6,-19
C[C@@H]1CN([C@H](C)CO)C(=O)c2cc(NC(=O)c3ccncc3)ccc2O[C@@H](C)CCCCO[C@@H]1CN(C)S(=O)(=O)c1ccc(Cl)cc1,-32,1,-3,nt,0.0,-6,-1,-20
Cc1ccc(S(=O)(=O)N(C)C[C@H]2OCCCC[C@@H](C)Oc3ccc(NS(=O)(=O)c4cccs4)cc3C(=O)N([C@H](C)CO)C[C@@H]2C)cc1,-11,0,-3,nt,0.0,-1,7,-11

(listing goes on)
SMILES,S100A4 MyoIIA,ERAP1 inh,esBAF inh,E-selectin induc,XiGFP reactiv,ERp5 inh,RAD54 branch,RAD52 inh
C[C@@H]1CN([C@@H](C)CO)C(=O)c2c(c3ccccc3n2C)-c2ccccc2CO[C@H]1CN(C)C(=O)Nc1ccc(-c2ccccc2)cc1,2,3,nt,-0.6,0.0,4,nt,2
O=C(C[C@H]1CC[C@H]2[C@@H](COC[C@H](O)CN2C(=O)Nc2ccc(Cl)cc2)O1)N1CCCCC1,13,-3,21,0.0,-0.1,0,8,4
CCCN(CC(=O)Nc1ccccc1C)C(=O)C1CCCN(C(=O)c2ccc(Cl)cc2)C1 (configuration not stated),4,-1,4,0.3,-0.1,2,-17,17
O=C(Nc1ccc(F)cc1)N1C[C@H]2[C@@H](c3ccccc31)[C@H](CO)N2C(=O)Cc1ccccc1,9,-2,4,-0.5,0.2,2,-5,-2
CCCNC(=O)C[C@H]1CC[C@@H]2[C@H](COC[C@H](O)CN2Cc2cccc(F)c2)O1,1,2,-4,0.1,0.5,1,-8,2
CCN1CCN(C(c2ccccc2)c2nnnn2C(C)(C)C)CC1 (configuration not stated),6,-2,nt,-0.3,0.0,0,nt,1
COc1ccc(NC(=O)N(C)C[C@@H]2OCCCC[C@@H](C)Oc3ccc(NC(=O)C4CCCCC4)cc3C(=O)N([C@H](C)CO)C[C@H]2C)cc1,0,2,12,0.0,-0.2,1,4,-12
COc1ccccc1CC(=O)Nc1ccc2[nH]ncc2c1,-4,1,7,nt,0.2,-4,5,-2
CC(C)CC(C(=O)NC1CCCC1)N(Cc1ccc2c(c1)OCO2)C(=O)c1snc(C(N)=O)c1N (configuration not stated),8,1,nt,nt,0.3,2,nt,1
CN(C)C(=O)[C@@H]1[C@@H](CO)[C@@H]2Cn3c(ccc(-c4ccncc4)c3=O)[C@H]1N2CC1CCCC1,10,-1,0,-0.3,0.6,3,7,19
O=C(O)CCC(=O)Nc1cc(C(F)(F)F)cc(C(F)(F)F)c1,-1,0,nt,nt,0.1,10,nt,-7
COc1ccc(C(CNc2ccc(S(=O)(=O)N3CCN(C)CC3)cc2[N+](=O)[O-])N(C)C)cc1 (configuration not stated),0,3,-5,-0.5,-0.1,1,3,-2
COC(=O)Cn1c(=O)c2c(nc3n2CC(C)CN3c2ccc(C)c(C)c2)n(C)c1=O (configuration not stated),-14,nt,-3,-0.2,0.1,1,-3,-51
CCN(C(=O)COC(=O)/C=C/c1ccccc1)C1CCCCC1,-1,6,nt,-1.6,0.5,2,nt,-3
C=CCn1c(SCC(=O)Nc2ccc(O)cc2)nc2sc(CC)cc2c1=O,5,3,9,nt,0.0,0,0,-6
O=C(O/N=C(/c1ccccc1)c1ccncc1)c1cccc(F)c1,1,5,nt,nt,2.2,-2,nt,-9
CC(NC(=O)[C@H](NC(=O)[C@@H]1Cc2ccccc2CN1)c1ccccc1)c1ccccc1 (some centres not stated),-2,7,21,nt,nt,5,-6,-25
C/C(=C\c1cccc(Cl)c1)C(=O)c1c(C)cc(C)[nH]c1=O,-2,1,2,nt,0.1,-1,-4,-19
COc1ccc(NC(=O)Nc2ccc3c(c2)CC(=O)N([C@@H](C)CO)C[C@@H](C)[C@H](CN(C)Cc2ccc(-c4ccccc4)cc2)O3)cc1,-77,1,2,0.2,-0.2,10,-1,58*
Cc1ccc(CNC(=O)NC23CC4CC(CC(C4)C2)C3)cc1,-12,6,nt,nt,0.0,2,nt,6
Cc1c(Cl)cccc1NC(=S)NCCc1ccccn1,-8,-1,0,8.1,0.3,3,-3,0
CCCC#Cc1cnc2c(c1)C(=O)N([C@H](C)CO)C[C@@H](C)[C@H](CN(C)C(=O)c1cccnc1)O2,12,-3,12,-0.1,-1.0,3,6,-3
CCOC(=O)c1oc2ccccc2c1COC(=O)CNC(=O)c1ccccc1,-1,-3,1,-0.7,-0.1,-1,9,-13
CO[C@@H]1CN(C)C(=O)c2ccc(NS(=O)(=O)c3cccc(Cl)c3)cc2OC[C@H](C)NC[C@H]1C,7,-6,-1,-0.1,0.4,-4,-8,-3
CCOc1ccccc1C(=O)NCC(=O)OCC(=O)c1c(N)n(C)c(=O)n(C)c1=O,3,1,-4,-0.2,0.0,-14,-8,-9
COc1ccc(NC(=O)C(C)SCc2ccccc2)cc1OC (configuration not stated),0,4,nt,nt,0.0,1,8,-9
O=C(O)c1ccc(S(=O)(=O)N(Cc2ccccc2)Cc2ccccc2)cc1,-6,3,-3,nt,0.0,-3,3,-8
CN(CC(=O)N1CCN(Cc2ccccc2)CC1)C(=O)Cc1cccc2ccccc12,0,-2,-3,0.9,0.0,4,13,-14
COc1ccc(-n2c(=S)[nH]c3cc(C(=O)NCc4ccccc4OC)ccc3c2=O)c(OC)c1,-12,-3,-4,-0.4,-0.1,1,nt,-8
N#Cc1cccc(-c2ccc(C3[C@H]4CNC[C@@H]3N4S(=O)(=O)c3ccccc3)cc2)c1 (some centres not stated),5&-9,-1&2,nt,0.1&0.0,0.0&0.0,-3&4,nt,17&25
C[C@@H]1CCCCO[C@@H](CN(C)Cc2ccc3c(c2)OCO3)[C@H](C)CN([C@H](C)CO)C(=O)c2cc(NC(=O)CCC(F)(F)F)ccc2O1,8,-2,-2,0.0,0.4,5,10,21
COc1cc(C2C3=C(CC(C)(C)CC3=O)N(C)C3=C2C(=O)CC(C)(C)C3)cc(Br)c1O,4,1,-1,nt,0.0,1,3,0
O=C(C[C@H]1C[C@@H]2c3cc(NC(=O)NC4CCCC4)ccc3O[C@@H]2[C@H](CO)O1)NCc1cccc(F)c1,3,1,-4,0.0,0.1,-1,-3,-11
Cc1cccn2c(=O)c3cc(S(=O)(=O)c4ccccc4)c(=N)n(Cc4cccnc4)c3nc12,-11,1,7,-0.1,0.0,1,-3,2
Cc1cc(C(=O)N2CCC2(C)C(=O)O)c(C)o1 (configuration not stated),0,0,-4,-1.3,-0.1,2,-19,-106
COCCNC(=O)C[C@H]1C[C@@H]2c3cc(NC(=O)CC4CC4)ccc3O[C@@H]2[C@H](CO)O1,-5,2,-7,0.8,0.6,5,6,17
Cc1ccccc1NC(=O)c1cccc(C(=O)Nc2ccccc2C)c1,0,nt,nt,nt,0.2,6,nt,2
COc1cccc(NC(=O)c2ccc(NC(=O)C(C)C)cc2)c1,0,0,nt,nt,0.2,-5,nt,-11
O=C(O)CCN1C(=O)/C(=C2\C(=O)N(Cc3ccccc3Cl)c3ccccc32)SC1=S,-7,0,2,0.1,0.0,5,-10,-12
CN(C)C(=O)c1cc(C(=O)c2ccccc2)c[nH]1,1,1,13,-0.2,0.0,-1,-7,-9
CCOc1ccc(/C=N/NC(=O)C2CC2)c(OCC)c1,-12,1,-1,nt,0.4,-3,2,-13
O=C(Cn1nc(-c2ccco2)ccc1=O)Nc1ccc(Br)cc1,-2,-1,-2,nt,0.1,-1,-13,-5
CCOC(=O)NC(=O)C(=CNc1ccc(C)cc1)C(=O)NC(=O)OCC,7,-6,nt,-0.1,0.0,-3,nt,-1
CC(C)(C)S(=O)N1C[C@@H]2CC(=O)C=C2[C@H]1CCO (some centres not stated),-4,-1,nt,0.3,0.1,8,nt,-9
CCN(CC(=O)Nc1ccc2c(c1)OCO2)CC(=O)Nc1ccccc1C(F)(F)F,-2,2,2,nt,0.0,1,7,-10
COc1ccc(C2CC(c3ccccc3)=NN2C(=O)CN2CCN(Cc3ccccc3)CC2)cc1 (configuration not stated),1,-2,nt,nt,0.0,0,nt,-8

Bioassay records deposited in PubChem BioAssay by Broad Institute.
